KDM5B inh: Primary screen for KDM5B Histone Demethylases FDH-coupled qHTS. Potency, µM (series often up to 57.7 µM), for inactives: top-dose activity change, negative = inhibition, most hits filed as inhibitors. KDM5B demethylase, FDH-coupled NADH fluorescence (FDH is formaldehyde dehydrogenase). 2.6% of 220,000 active. AID 1347165, 2019. Lysine-specific demethylase 5B (Homo sapiens), Q9UGL1; active = well fitted inhibition curve with a large enough effect; inconclusive = small, poorly fitted or top-dose-only effect; inactive = no such curve, though single readings can be large or run the other way; note: 0% is about no effect; nearly all actives have a fitted effect of over 70% in size
Target sequence (Q9UGL1 whole entry, looked up): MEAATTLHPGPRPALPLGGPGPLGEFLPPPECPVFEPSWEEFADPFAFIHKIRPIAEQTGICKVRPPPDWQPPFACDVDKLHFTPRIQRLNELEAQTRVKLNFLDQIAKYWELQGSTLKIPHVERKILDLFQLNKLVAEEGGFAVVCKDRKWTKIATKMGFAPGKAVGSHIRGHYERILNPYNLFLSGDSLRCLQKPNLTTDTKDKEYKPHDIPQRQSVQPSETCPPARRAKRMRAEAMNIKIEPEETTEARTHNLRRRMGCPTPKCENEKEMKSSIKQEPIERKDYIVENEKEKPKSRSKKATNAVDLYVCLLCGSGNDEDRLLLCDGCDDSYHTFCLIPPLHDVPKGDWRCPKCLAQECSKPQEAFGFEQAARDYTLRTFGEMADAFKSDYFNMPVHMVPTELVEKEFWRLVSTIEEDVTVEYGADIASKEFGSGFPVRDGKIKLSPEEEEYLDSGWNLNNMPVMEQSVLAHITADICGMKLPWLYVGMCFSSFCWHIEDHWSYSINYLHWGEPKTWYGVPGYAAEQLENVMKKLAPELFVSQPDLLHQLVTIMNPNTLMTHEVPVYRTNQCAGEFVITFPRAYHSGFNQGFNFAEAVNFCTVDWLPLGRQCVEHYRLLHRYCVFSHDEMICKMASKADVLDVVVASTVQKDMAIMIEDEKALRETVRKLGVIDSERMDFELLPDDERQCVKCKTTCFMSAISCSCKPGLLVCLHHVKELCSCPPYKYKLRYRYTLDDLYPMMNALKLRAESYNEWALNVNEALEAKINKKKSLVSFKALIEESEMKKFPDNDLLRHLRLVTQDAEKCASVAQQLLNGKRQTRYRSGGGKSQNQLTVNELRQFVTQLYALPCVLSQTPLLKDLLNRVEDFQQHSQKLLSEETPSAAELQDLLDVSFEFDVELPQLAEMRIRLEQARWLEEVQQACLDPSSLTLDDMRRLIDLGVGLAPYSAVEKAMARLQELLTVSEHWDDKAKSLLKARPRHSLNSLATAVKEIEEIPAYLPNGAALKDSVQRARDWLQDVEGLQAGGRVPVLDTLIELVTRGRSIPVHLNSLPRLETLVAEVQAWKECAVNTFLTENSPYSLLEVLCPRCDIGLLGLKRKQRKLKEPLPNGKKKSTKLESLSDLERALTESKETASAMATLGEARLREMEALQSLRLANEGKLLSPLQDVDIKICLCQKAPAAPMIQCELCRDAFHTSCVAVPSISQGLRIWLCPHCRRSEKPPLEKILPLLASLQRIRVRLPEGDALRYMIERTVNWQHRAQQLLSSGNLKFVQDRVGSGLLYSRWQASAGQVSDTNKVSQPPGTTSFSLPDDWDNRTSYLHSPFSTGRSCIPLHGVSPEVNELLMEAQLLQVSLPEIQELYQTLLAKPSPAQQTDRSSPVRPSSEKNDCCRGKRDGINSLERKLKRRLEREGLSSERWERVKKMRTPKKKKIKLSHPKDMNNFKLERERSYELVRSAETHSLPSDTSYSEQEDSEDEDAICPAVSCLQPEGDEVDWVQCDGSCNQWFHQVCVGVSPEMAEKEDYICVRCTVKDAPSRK
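Inhibition is measured as reduced NADH fluorescence generation from FDH coupling to formaldehyde release. Truncated KDM5BΔAP at 200 nM final acts on H3K4me3 peptide (12.5 µM in substrate mix) in pH 7.5 HEPES buffer with Tween-20, 30 min, room temperature.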
* marks the source's active call; other numbers are inactive results; ? = inconclusive; [ ] = dose if it differs, or a comment. Potency is the fitted concentration of half-maximal effect. Not all compounds are listed; rates above refer to the full screens.

Structure | KDM5B inh
COc1ccc(-n2ccn(CC(=O)Nc3ccccc3C(F)(F)F)c(=O)c2=O)cc1OC | 7%
COCCCN1CC2(CCN(C(=O)c3cnc(SC)nc3)CC2)CC1=O | 10%
CN(CCC#N)S(=O)(=O)c1cc(Cl)ccc1Cl | -15%
O=C(CSCn1nnc2c(=O)[nH]c(Cc3ccc(F)cc3)nc21)Nc1ccccc1 | 1%
COc1ccc(Cl)cc1NC(=O)[C@H]1C[C@H](C(C)C)N[C@]12C(=O)Nc1c(C)cc(Cl)cc12 | 14%
CCCN(CCC)Cc1nc2c(c(=O)[nH]1)C1(CCCC1)Cc1ccccc1-2 | 10%
CCOC(=O)c1cc(NC(=O)CCC(=O)O)ccc1N1CCCCC1 | -7%
Cc1cnc(C2CCOCC2)n1CC1CCN(C2CCCCCC2)CC1 | 26%
O=C1CC(c2ccccc2)N(C(=O)Cc2cccc(F)c2)CCCCCCN1 (stereo not drawn) | -3%
CC1CCC(NC(=O)Cn2ncc3c4ccccc4n(Cc4ccc(F)cc4)c3c2=O)CC1 (stereo not drawn) | -6%
O=C(CN1CCN(Cc2ccccc2)CC1)N/N=C/c1cccnc1 | 25%
O=S(=O)(NCC1CCOCC1)c1ccccc1F | 23%

Of the compounds above, these contain an aryl methoxy group:
Structure | KDM5B inh
COc1ccc(-n2ccn(CC(=O)Nc3ccccc3C(F)(F)F)c(=O)c2=O)cc1OC | 7%
COc1ccc(Cl)cc1NC(=O)[C@H]1C[C@H](C(C)C)N[C@]12C(=O)Nc1c(C)cc(Cl)cc12 | 14%

Next structures.
Structure | KDM5B inh
Brc1ccc(Nc2ncnc3[nH]ncc23)cc1 | -7%
Cc1cccc(C(=O)NC(C)c2cccs2)c1I (stereo not drawn) | 15%
FC(F)(F)c1cccc(Nc2cnc3ccc(N4CCOCC4)nn23)c1 | 35µM*
CC(c1cccc(-c2cccc(C(=O)N(C)C)n2)c1)N1CCCC1 (stereo not drawn) | 3%
COc1ccc2c(=O)c(-c3ccc(OC)c(OC)c3)coc2c1 | 9%
Cc1cccc(NC(=O)Cn2ccn3nc4c(c3c2=O)CCCCC4)c1C | ?
COc1ccc(OC)c(NC(=O)CN2C(=O)c3ccccc3Sc3ccc(C(=O)N4CCCC4)cc32)c1 | -18%
CCOc1ccc(CC(=O)N2C[C@@H](COC)[C@H](c3ccncc3)C2)cc1 | 8%
CCOc1ccc(CNC(=O)c2ccc3c(c2)N(Cc2ccccc2)CCS3)cc1 | ?
COc1ccc([N+](=O)[O-])cc1NS(=O)(=O)c1ccc(C)cc1 | -2%
O=C(NC1CCN(c2cc(-c3cccs3)[nH]n2)CC1)c1ccc(F)c(Cl)c1 | ?
CCc1ccc(-c2cc(C)no2)cc1S(=O)(=O)Nc1cc(OC)c(OC)c(OC)c1 | -11%
CCOc1ccc(C(NC(=O)c2cc(OC)c(OC)c(OC)c2)c2cc(Cl)c3cccnc3c2O)cc1 (stereo not drawn) | ?
Cc1ccc2[nH]cc(C(C(=O)O)N3CCN(c4nsc5ccccc45)CC3)c2c1 (stereo not drawn) | ?
COc1ccccc1C(=O)c1cn(CC(=O)Nc2ccccc2F)c2nc(C)ccc2c1=O | -18%
COc1ccc(C(CCNC(C)c2ccccc2)C(C)C)cc1 (stereo not drawn) | -2%
O=C(c1cccc(F)c1)N1C[C@@H](CO)[C@H](c2ccncc2)C1 | 21%
COc1ccc(-n2c(C)c(C(C)=O)c3cc(OC(=O)c4ccc(C)cc4)ccc32)cc1 | -6%
Cc1ccc(Cc2nc3ccccc3nc2SCC(=O)N2CCCCC2C)cc1 (stereo not drawn) | ?
CCOC(=O)c1c(C)n(-c2ccccc2)c2ccc(OC(=O)c3cccc(C)c3)cc12 | -3%[11.5 µM]
CC(c1nc2ccccc2s1)N(C)S(=O)(=O)c1cccc(C#N)c1 (stereo not drawn) | 0%
CCc1ccccc1NC(=O)Cc1cn(C)c2ccccc12 | ?
COc1ccc(CC(=O)NC(C)C(=O)N2CCN(c3ccccn3)CC2)c(Cl)c1 (stereo not drawn) | ?
COCc1nc(C2CCCN(C(=O)NCc3ccccc3)C2)no1 (stereo not drawn) | 4%

Some of the entries so far, field by field:
canonical_smiles: CC(c1nc2ccccc2s1)N(C)S(=O)(=O)c1cccc(C#N)c1 (stereo not drawn)
  KDM5B inh: 0%
canonical_smiles: CCc1ccccc1NC(=O)Cc1cn(C)c2ccccc12
  KDM5B inh: ?

Next part
Structure | KDM5B inh
COc1ccc(-c2noc([C@@H]3CCCN3C(=O)COc3ccc(Cl)cc3)n2)cc1 | -2%
CCOC(=O)Cn1c(=O)oc2cc(S(=O)(=O)N3CCN(c4ccc(F)cc4)CC3)ccc21 | -34%
COC(=O)c1cnn(-c2ncnc3sc4c(c23)CCCC4)c1N | 16%
CCn1nccc1C(=O)N1CC(n2cc(C(=O)NCC3CC3)nn2)C1 | 13%
N#CC(C(=O)C(F)(F)F)c1ccccc1 (stereo not drawn) | 12%
COc1cccc(C(=O)NCC(=O)OCc2cc(=O)n3nc(C)sc3n2)c1 | -9%
COc1cc2c(cc1OC)-c1c(c(C(=O)N3CCC(C(N)=O)CC3)nn1-c1ccccc1)C2 | 2%
CN(Cc1ccccc1C(F)(F)F)C(=O)c1ccccc1 | 17%[86.2 µM]
Brc1ccc(-n2nc(-c3ccccc3)c3cnc4cc5c(cc4c32)OCO5)cc1 | ?
Cc1ccc(C)c(N2CCN(S(=O)(=O)c3ccc4[nH]c5c(c4c3)CCCCC5)CC2)c1 | ?
CN1N=C2c3ccccc3CCC2C1c1ccc(F)cc1 (stereo not drawn) | ?
CCc1nc2c(c(-c3ccc(Cl)cc3)n1)CCN(Cc1ccc(NC(C)=O)cc1)CC2 | -16%
CCN1CCCC1CNc1ccc(S(C)(=O)=O)cc1[N+](=O)[O-] (stereo not drawn) | 14%
CCc1nn(-c2ccc(OC)cc2)c(Oc2ccccc2F)c1CCC(=O)N(CC)CC | -13%
CCCn1c(-c2ccc(F)cc2)nc2c1c(=O)[nH]c(=O)n2Cc1ccccc1 | ?
O=C(c1ccoc1)N1CCC(n2cc(-c3nc(-c4ccccc4)no3)nn2)C1 (stereo not drawn) | -23%
Cc1ccccc1Cn1c2ccccc2c2cnn(CC(=O)NC3CCCCCC3)c(=O)c21 | -27%
CC(C)OCC(O)Cn1c(NCCc2ccccc2)nc2c1c(=O)[nH]c(=O)n2C (stereo not drawn) | 8%
COc1ccccc1NC(=O)N1CCN(c2nnc(C)c3c(C)n(-c4ccc(Cl)cc4)nc23)CC1 | -17%
COCCNC(=O)[C@@H]1CCC[C@@H](NCc2ccc(F)cc2)CN(C)C(=O)C1 | -22%[86.2 µM]
CC(C)(CC(=O)O)CC(=O)N[C@H]1C[C@H]2C(=O)Nc3ccc(-c4cccs4)cc3C(=O)N2C1 | ?
CO[C@H]1[C@H](NC(=O)CCc2cccnc2)c2ccccc2C12CCNCC2 | -4%
Fc1ccc(Br)cc1C1C=C(c2ccc(Br)cc2)Nc2nnnn21 (stereo not drawn) | -28%
O=C(CCc1ccccc1)N1CCCc2ncc(C(=O)N3CCCC[C@@H]3Cc3ccccc3)cc21 | -3%
CC(=O)c1cccc(NC(=O)Cn2c(=O)c(CNc3ccc(C)cc3)cc3cc4c(cc32)OCCO4)c1 | ?
COc1cc(CN2C[C@@H]3C(=O)N(CCCN4CCCC4=O)C(=O)[C@@H]3C2)cc(OC)c1OC | 31%
COc1ccc(C(=O)N2CCCC(c3nc(-c4cccnc4)no3)CCNC(=O)CC2)c(OC)c1 (stereo not drawn) | -7%
O=c1c(S(=O)(=O)c2ccccc2)cn(Cc2ccc(F)cc2)c2cc(N3CCCCC3)c(F)cc12 | ?
Cc1cc(C)n(-c2cccc(CN(C)Cc3nc(-c4ccccn4)no3)c2)n1 | -17%
COc1cc(Nc2nc(SCc3ccccc3F)nc3ccccc23)cc(OC)c1 | ?
COc1ccc(-c2cc(=O)n(-c3cccc(C)c3)[nH]2)cc1OC | ?
COc1ccc(CNC(=O)CN(c2ccc(C(C)C)cc2)S(=O)(=O)c2c(C)nn(C)c2C)cc1 | -12%
Cc1nn(C)c(C)c1/C=C(/C(=O)C(C)(C)C)n1cncn1 | 3%
O=C(CSc1ncc(-c2ccccc2)o1)Nc1ccc(Cl)cc1 | -7%
O=C(CSc1nc(O)cc(=O)n1-c1ccccc1)Nc1nc2ccccc2s1 | -13%
O=C(Cc1cccc(Cl)c1)N1C[C@@H](CO)[C@H](c2ccccn2)C1 | 10%
O=C(O)c1cccc(C(=O)N2C[C@@H]3C[C@H](C2)c2ccc(NC(=O)c4ccco4)c(=O)n2C3)c1 | -24%
COCCN1C(=O)[C@H]2CN(Cc3cc(OC)c(OC)c(OC)c3)C[C@H]2C1=O | 14%
Cc1nc([C@@H]2CN(C(=O)CCCc3nc4ccccc4[nH]3)C[C@H]2C(N)=O)n[nH]1 | 23%
CN(Cc1ccc(F)cc1)c1ccc2ncc(Nc3ccc4c(c3)OCCO4)n2n1 | ?
Cc1ccc2oc(C(=O)Nc3ccc(S(=O)(=O)N4CCCC(C)C4)cc3)cc(=O)c2c1 (stereo not drawn) | 11%[11.5 µM]
CC(NC(=O)COc1c(I)cc(Cl)c2cccnc12)C1CC1 (stereo not drawn) | -15%
Cc1ccc(S(=O)(=O)N2c3ccccc3CC2c2nnc(C3CCOCC3)o2)cc1F (stereo not drawn) | -4%
COc1ccc(OC)c2sc(N3CCN(C(=O)C(C)(C)C)CC3)nc12 | -3%
COc1cc(/C=C(\C#N)C(=O)Nc2ccc3c(c2)OCCO3)ccc1O | -1%
O=C(Nc1ccon1)c1cnc2n[nH]c(-c3ccccc3)c2n1 | 2%[86.2 µM]
COC(=O)C(Cc1ccccc1)NC(=O)c1ccc2c(c1)NC(=O)CS2 (stereo not drawn) | 9%
COC(=O)c1ccccc1NC(=O)N1CCN(CCc2ccncc2)CC1 | 1%
CC(Sc1nc(-c2ccco2)nc2c1c(=O)n(C)c(=O)n2C)C(=O)O (stereo not drawn) | -20%
Cc1c(Cl)ccc2sc(N3CCN(C(=O)c4ccco4)CC3)nc12 | -21%
c1cc(-c2nc(CC3CCNC3)no2)ccn1 (stereo not drawn) | 5%
Cc1noc(-c2ccc(C(C)(C)C)cc2)c1C(=O)NCc1ccc(F)cc1F | -5%
CC(C)Cc1ccc(C(C)C(=O)NC(CC(C)C)C(N)=O)cc1 (stereo not drawn) | 26%
Cn1c(Cn2cccn2)nnc1C1CC(NC(=O)CN2CCCCCCC2)C1 (stereo not drawn) | ?
O=c1c2oc3ccccc3c2n(Cc2cccc(C(F)(F)F)c2)c(=O)n1Cc1ccc2c(c1)OCO2 | ?
Cc1ccc(OCC(=O)N(CC#N)C2CC2)cc1 | 22%
CCN(CC)CCOC(=O)c1ccc(N=CC2=C(O)CC(C)(C)CC2=O)cc1 | ?
COCCN1CCC(N2CCN(S(=O)(=O)c3ccc(Cl)cc3C)CC2)C1=O (stereo not drawn) | 21%
CCOC(=O)c1sc(N)c(SC#N)c1C | ?
COCCOC1CN(C2CCN(C(=O)c3ccc(OC)c(F)c3)CC2)C12CCCCC2 (stereo not drawn) | 6%

More compounds
Structure | KDM5B inh
CCCOc1cc(OCCC)c2c(C)c(CCC)c(=O)oc2c1 | -5%
O=C(c1cc(F)ccc1F)N1CCN(Cc2nnnn2C2CC2)CC1 | 8%
Cc1ccc(/C=C/C(=O)NCC(C)C)cc1 | 8%
CCCN(CC(=O)Nc1ccccc1OC)C(=O)Cn1[nH]c(=O)c2ccccc2c1=O | 10%
CCOC(=O)c1cc2cc(Br)ccc2[nH]1 | 28%
CCC(=O)C1=C(c2ccc(OC)c(OC)c2)N(C(=O)CC)n2c(CC)nnc2S1 | 15%
CCn1nccc1C(=O)N1CCCn2cc(-c3ccccc3F)nc21 | -23%
CCOC(=O)c1ccc(NC(=O)Cn2c(N3CCOCC3)nc(CC)cc2=O)cc1 | -22%
COCc1cc(CC2(NCc3ccccc3)COC2)no1 | -14%[115 µM]
CC(C)(C)CC(=O)N[C@H]1C[C@H]2C(=O)Nc3ccccc3C(=O)N2C1 | 0%[86.2 µM]
C[S+](=O)([O-])N1CCN(c2cccc(C=O)c2)C(=O)C1 | 11%[149 µM]
Cc1ccc(CNC(=O)C2CCCN(S(=O)(=O)c3cccc4nsnc34)C2)cc1 (stereo not drawn) | -3%
Cc1ccccc1Cn1c(CCCNC(=O)C2CCCCC2)nc2ccccc21 | -17%
CCc1ccc(CN2CCN(Cc3ccc(F)c(F)c3)C(CCO)C2)o1 (stereo not drawn) | -17%
CC1(C)Cc2c(sc(NC(=O)C(=O)NCc3cccnc3)c2C#N)CO1 | -1%
CC(=O)N1CCCc2cc(S(=O)(=O)N3CCC(C(=O)N4CCC5(CC4)OCCO5)CC3)ccc21 | 13%
COC(=O)c1nc2n(n1)C(c1cccc(Br)c1)C(C(=O)Nc1ccccc1OC)=C(C)N2 (stereo not drawn) | -5%

Ordered by length of the SMILES (falling): 3 of the compounds above
Structure | KDM5B inh
COC(=O)c1nc2n(n1)C(c1cccc(Br)c1)C(C(=O)Nc1ccccc1OC)=C(C)N2 (stereo not drawn) | -5%
Cc1ccc(CNC(=O)C2CCCN(S(=O)(=O)c3cccc4nsnc34)C2)cc1 (stereo not drawn) | -3%
CCc1ccc(CN2CCN(Cc3ccc(F)c(F)c3)C(CCO)C2)o1 (stereo not drawn) | -17%
